# D1 antagonist: Antagonist of Human D 1 Dopamine Receptor: qHTS | D(1A) dopamine receptor (Homo sapiens), P21728 | hit rate 3.2% among 360,000 | AID 504652, 2011 | HEK293 TREx D1 cells, calcium flux, dopamine EC80; hits give low values | activity change, negative = inhibition, % at 10 µM; in the data active means activity change below about -30%; further: on the % scale 0 is the no-effect control and ±100 the full control effect
# Target sequence (P21728 whole entry, looked up): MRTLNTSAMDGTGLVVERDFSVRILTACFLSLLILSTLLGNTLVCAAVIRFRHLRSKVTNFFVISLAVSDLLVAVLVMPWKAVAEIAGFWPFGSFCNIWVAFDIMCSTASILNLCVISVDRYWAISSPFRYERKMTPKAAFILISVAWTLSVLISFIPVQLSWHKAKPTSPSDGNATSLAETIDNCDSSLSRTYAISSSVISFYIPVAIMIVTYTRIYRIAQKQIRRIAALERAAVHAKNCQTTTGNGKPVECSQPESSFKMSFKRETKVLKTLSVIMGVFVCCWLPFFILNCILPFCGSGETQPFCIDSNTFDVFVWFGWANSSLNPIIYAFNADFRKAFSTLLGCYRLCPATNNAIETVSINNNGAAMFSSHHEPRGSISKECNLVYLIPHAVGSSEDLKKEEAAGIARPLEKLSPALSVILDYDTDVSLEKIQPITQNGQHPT
#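 Tetracycline-induced HEK293 Trex D1 cells, force-coupled to calcium, dye-loaded; compounds added and read 180 s, then EC80 dopamine added and calcium flux tracked kinetically another 180 s.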
# TRHR agonist: qHTS for Small Molecule Agonists and Allosteric Enhancers of Human TRH Receptor: Primary Screen for Agonists; Thyrotropin-releasing hormone receptor (Homo sapiens), P34981; TRHR cells, calcium flux fluo-8, FDSS agonist mode; activation, % at 2 µM; hit rate 0.18% among 360,000; in the data active means activation above about 30%; further: 0% is about no effect
#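 Steps: seed TRHR cells overnight; add fluo-8 no-wash Ca dye, RT 30 min–1.5 h; record 10 s baseline; pin-transfer compounds; monitor fluorescence 1 cycle/s for the agonist window. Calcium increases flag candidate agonists.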
# RXFP1 antag: qHTS Assay for Antagonists of the Relaxin Receptor RXFP1 | Relaxin receptor 1 (Homo sapiens), Q9HBX9 | HEK293-RXFP1, relaxin-stimulated cAMP HTRF, 30 min; hits give low values | activity change, negative = inhibition, % at 57.5 µM | hit rate 0.59% among 350,000 | AID 1259400, 2018;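 active means activity change of -60% or lower, but not beyond a set lower limit; inconclusive means change between -60% and -40%, or beyond the set limit; inactive means change above -40%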; further: on the % scale 0 is the no-effect control and ±100 the full control effect
# D2 potentiator: HTS Assay for Positive Allosteric Modulators of the Human D2 Dopamine Receptor: Primary Screen for Potentiators; D(2) dopamine receptor (Homo sapiens), P14416; HEK293 T-REx D2, calcium flux, EC20 dopamine potentiation; potentiation, % at 10 µM; hit rate 0.34% among 340,000; AID 485347, 2010;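 active means potentiation over 3 SD above the plate norm, cut at about 30% in these data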; further: 0% is about no effect
# Target sequence (P14416 whole entry, looked up): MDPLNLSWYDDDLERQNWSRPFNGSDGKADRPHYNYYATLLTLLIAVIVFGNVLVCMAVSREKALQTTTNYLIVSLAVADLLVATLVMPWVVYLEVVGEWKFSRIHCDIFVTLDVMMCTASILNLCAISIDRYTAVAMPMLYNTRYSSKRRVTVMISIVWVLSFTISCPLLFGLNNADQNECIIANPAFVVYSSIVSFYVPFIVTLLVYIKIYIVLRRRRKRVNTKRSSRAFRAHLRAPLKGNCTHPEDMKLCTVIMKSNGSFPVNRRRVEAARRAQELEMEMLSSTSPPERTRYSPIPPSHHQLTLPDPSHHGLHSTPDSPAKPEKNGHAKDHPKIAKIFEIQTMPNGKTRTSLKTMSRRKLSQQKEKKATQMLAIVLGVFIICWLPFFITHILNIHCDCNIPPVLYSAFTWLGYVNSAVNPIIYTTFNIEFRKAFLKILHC
#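 Using a no-wash calcium dye in inducible, force-coupled HEK293 Trex cells expressing D2, we tracked fluorescence each second for 180 s after compound, then for 180 s after EC20 dopamine to detect augmented signalling.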
# D1 potentiator: Potentiators of Human D1 Dopamine Receptor: qHTS; D(1A) dopamine receptor (Homo sapiens), P21728; HEK293 TREx D1 cells, calcium flux, dopamine EC20 potentiation; potentiation, % at 10 µM; hit rate 0.036% among 360,000; AID 504651, 2011; in the data active means potentiation above about 30%; further: 0% is about no effect
# TRHR PAM: qHTS for Small Molecule Agonists and Allosteric Enhancers of Human TRH Receptor: Primary Screen for Enhancers. AID 493056, 2011. Thyrotropin-releasing hormone receptor (Homo sapiens), P34981. hit rate 0.66% among 360,000. TRHR cells, fluo-8 calcium fluorescence, EC20 TRH enhancement. enhancement, % at 2 µM; in the data active means enhancement above about 30%; further: 0% is about no effect
#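 TRHR-expressing cells loaded with fluo-8 calcium dye were read kinetically (ex 480/em 530) during compound addition, then stimulated with an EC20 of TRH (10 nM final). Enhancement of the Gq-mediated intracellular calcium response was scored.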
# D1 agonist: Allosteric Agonists of the Human D1 Dopamine Receptor: qHTS; D(1A) dopamine receptor (Homo sapiens), P21728; HEK293 T-REx D1 cells, calcium flux, agonist mode; hit rate 1% among 360,000; activation, % at 2 µM; in the data active means activation above about 30%; further: 0% is about no effect
#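 Agonism was scored from calcium flux recorded over 180 s (1 read/s) after pintool compound addition, following a 10-cycle baseline. Cells were inducible force-coupled HEK293 TREx D1, plated overnight at 30 C and loaded with no-wash calcium dye.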
# Anesthetic bind: qHTS Assay for Identification of Novel General Anesthetics; Ferritin light chain (Equus caballus), P02791; AID 485281, 2010; hit rate 0.074% among 350,000; apoferritin/1-aminoanthracene competitive binding, fluorescence; Potency, µM (doses to about 77.5 µM), without a hit: at the top dose activity change, negative = displacement, most hits filed as inhibitors; further: potency means the concentration at half of the fitted maximal effect; on the % scale 0 is the no-effect control and ±100 the full control effect; nearly all actives have a fitted effect of over 20% in size
# Target sequence (P02791 2-175 limits assumed): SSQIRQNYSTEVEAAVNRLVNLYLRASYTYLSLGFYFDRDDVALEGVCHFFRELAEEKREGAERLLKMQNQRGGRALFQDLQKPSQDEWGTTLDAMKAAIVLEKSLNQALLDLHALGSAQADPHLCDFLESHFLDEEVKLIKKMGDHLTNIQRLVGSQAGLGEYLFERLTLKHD
#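 In PBS, apoferritin at 10 uM is loaded with 1-AMA from a 50% saturated solution. After 10 min of compound exposure at ambient temperature, reduced 535 nm fluorescence indicates probe displacement.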
# RXFP1 agonist: qHTS Assay for Agonists of the Relaxin Receptor RXFP1 | Relaxin receptor 1 (Homo sapiens), Q9HBX9 | HEK293T-RXFP1 cAMP TR-FRET, 30 min; response scale: percent of porcine relaxin response, buffer zero | Potency, µM (highest dose often 57.5 µM), without a hit: top-dose activation, usual class: activators | hit rate 0.3% among 370,000 | AID 2676, 2010; further: potency means the concentration at half of the fitted maximal effect; on the % scale 0 is the no-effect control and ±100 the full control effect; nearly all actives have a fitted effect of over 60% in size; many of its hits are not listed in these tables
#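 HEK293 cells stably expressing RXFP1, treated 30 min at 37C with compounds plus PDE4 inhibitor Ro 20174; cAMP measured by HTRF TR-FRET. Normalized to buffer and 29 nM porcine relaxin; EC50 by Hill fit.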
# Active calls of the source: *; ? = inconclusive; . = not tested or not shown; [ ] = remark or other dose. Unless noted, the call rests on the fitted dose curve; in most records, active means well fitted curve in the direction sought with a large enough effect; inconclusive means small, poorly fitted or top-dose-only effect, or another doubt; inactive means no such curve, though single readings can be large; an effect the other way counts as inactive or inconclusive. The list is partial; the hit share may differ from the screen's.
SMILES,D1 antagonist,TRHR agonist,RXFP1 antag,D2 potentiator,D1 potentiator,TRHR PAM,D1 agonist,Anesthetic bind,RXFP1 agonist
Cc1[nH]c2ccc(C(=O)N3CCN(c4ccccn4)CC3)cc2c1C,0.6,0.4,5.7,-6.1,-3.5,-4.5,2.3,-6.5%,1.1%
Cc1cc(-c2nnc(CCC(=O)NC(C)c3ccc(F)cc3)o2)no1 (stereo not given),-13.9,0.0,-0.6,2.1,-3.1,2.8,-0.8,-7.4%,-1.3%
CCN(CC)S(=O)(=O)c1ccc(NC(=O)CN(c2ccccc2)S(=O)(=O)N(C)C)cc1,-5.5,0.3,.,.,-4.3,2.3,4.7,-4.7%,2.2%
CCOc1ccc(Nc2nc(Cc3nnc(SCC(=O)O)o3)cs2)cc1,1.6,-0.3,9.9,-7.0,5.9,-9.4,2.6,-7.5%,-0.9%
CCOC(=O)c1[nH]c2ccccc2c1NC(=O)CC(C)(C)C,-22.1,0.2,.,-11.4,.,11.2,1.6,-11.9%,-0.7%
CN(CC(=O)Nc1ccc(Cl)cc1)S(=O)(=O)c1cccc2cccnc12,-17.8,0.3,.,-1.1,-3.8,4.2,0.3,-18.3%,-0.5%
COc1cc(C(=S)N2CCOCC2)cc(OC)c1OC(=O)c1ccc(F)cc1,-11.7,0.0,-10.4,14.4,0.2,-1.2,1.3,-17.6%,-1.4%
COc1ccc(-c2nnn(CC(=O)c3ccccc3)n2)cc1OC,-2.6,-1.1,-9.2,-11.7,6.7,-11.6,5.9,?,1.1%
COc1ccc(CNC(=O)Cn2c(=O)nc(-c3ccccc3F)c3cc(Cl)ccc32)cc1,-0.1,-1.3,9.5,-0.2,1.6,4.6,-0.5,-8.1%,14.8%
CCCn1c(SCC(=O)OCC)nc(C(F)(F)F)cc1=O,-1.6,-0.1,-18.1,-4.9,-3.6,-1.0,0.2,-8.3%,3.2%
CC(C)CNC(=O)[C@H](Cc1ccccc1)NC(=O)c1ccco1,3.7,-0.7,9.9,1.0,5.2,0.7,0.6,?,0.1%
C/C(=N/NS(=O)(=O)c1ccc(F)cc1)c1ccc(NC(=O)c2ccc(C)o2)cc1,-3.6,0.6,-9.8,-1.1,4.7,11.9,6.9,-8.8%,0.5%
Cc1n[nH]c(C)c1N1C(=O)c2cccc3c(N4CCCCCC4)ccc(c23)C1=O,-0.1,126.3*,-65.4*,3.1,4.3,6.0,280.5*,-7.1%,3.6%
Cc1cc(Br)ccc1OCC(=O)NC1CCCC1,-1.5,-1.3,-0.7,-7.8,-1.6,-9.7,2.9,-11.9%,2.0%
CCN(c1ccccc1)S(=O)(=O)c1ccc(C(=O)Nc2nnc(C3CC3)o2)cc1,0.4,-1.2,-4.5,8.9,7.1,3.0,1.6,-13.8%,-2.1%
Cc1ccccc1NC(=O)Cc1nc(COC(=O)CCNS(=O)(=O)c2ccccc2)cs1,-4.6,-0.7,-5.4,-9.5,-4.2,-2.6,6.3,.,-0.3%
COc1ccc(-c2noc(CCCC(=O)NC3CCCC3)n2)cc1,-6.9,0.2,-12.6,23.9,-4.0,2.0,15.3,-4.7%,0.1%
CCOc1ccc(CN2CCN(Cc3cccn3-c3cccnc3)CC2CCO)cc1 (stereo not given),-0.2,-0.7,-8.4,4.7,-1.9,-4.4,0.7,-6.4%,0.2%
C=CCN(C(=O)c1csnn1)C(C(=O)NCc1ccccc1)c1c(F)cccc1Cl (stereo not given),4.6,-1.0,0.4,-9.5,.,7.4,1.2,-2.0%,2.9%
CN1CCN(CCC(=O)N/N=C/c2cc([N+](=O)[O-])ccc2O)CC1,-4.0,0.1,-1.3,17.2,9.8,10.7,3.6,-2.7%,0.2%
Cc1ccccc1NC(=O)c1cc(S(=O)(=O)c2ccccc2)ccc1Cl,-20.4,-0.9,-6.6,9.2,-14.7,-4.0,-0.1,-10.1%,0.0%
COC(=O)c1sc(NC(=O)c2cccc([N+](=O)[O-])c2)c(C(N)=O)c1C,6.1,-1.0,.,-8.0,-7.5,-10.2,-1.5,6.7%,-0.2%
CCN1CCN(Cc2c(O)ccc3c(=O)c(Oc4ccccc4Cl)c(C(F)(F)F)oc23)CC1,5.4,2.0,.,-1.6,-1.9,8.0,5.5,6.8%,31.6µM*
Cc1ccc(CNC(=O)COc2cc(O)c3c(c2)OC(C)(C)CC3=O)cc1,-7.6,-0.8,.,-5.6,-5.4,4.6,0.5,-22.1%,-1.3%
COc1ccc(CNC(=O)c2ccc(CSc3nc4ccncc4n3Cc3ccccc3F)cc2)cc1,-11.2,-0.5,-16.2,5.4,-2.9,1.6,8.6,69.4%[activator],0.1%

# At a glance, 4 of the compounds above.
SMILES,D1 antagonist,TRHR agonist,RXFP1 antag,D2 potentiator,D1 potentiator,TRHR PAM,D1 agonist,Anesthetic bind,RXFP1 agonist
C/C(=N/NS(=O)(=O)c1ccc(F)cc1)c1ccc(NC(=O)c2ccc(C)o2)cc1,-3.6,0.6,-9.8,-1.1,4.7,11.9,6.9,-8.8%,0.5%
Cc1n[nH]c(C)c1N1C(=O)c2cccc3c(N4CCCCCC4)ccc(c23)C1=O,-0.1,126.3*,-65.4*,3.1,4.3,6.0,280.5*,-7.1%,3.6%
Cc1cc(Br)ccc1OCC(=O)NC1CCCC1,-1.5,-1.3,-0.7,-7.8,-1.6,-9.7,2.9,-11.9%,2.0%
CCN(c1ccccc1)S(=O)(=O)c1ccc(C(=O)Nc2nnc(C3CC3)o2)cc1,0.4,-1.2,-4.5,8.9,7.1,3.0,1.6,-13.8%,-2.1%

# (continued)
SMILES,D1 antagonist,TRHR agonist,RXFP1 antag,D2 potentiator,D1 potentiator,TRHR PAM,D1 agonist,Anesthetic bind,RXFP1 agonist
COc1ccc(-c2nnc(SCC3CCCO3)n2C)cc1 (stereo not given),16.8,0.2,-16.2,-11.4,2.6,10.7,10.5,2.2%,-1.4%
COc1ccc(OCC(=O)N/N=C(\C)CC(=O)Nc2cccc([N+](=O)[O-])c2)cc1,8.0,0.4,6.3,-1.1,-7.2,-2.3,2.4,?,3.2%
CCN(CC)S(=O)(=O)c1ccc(/C=C/C(=O)OCC(=O)NCc2ccc3c(c2)OCO3)cc1,-13.8,0.5,0.0,4.6,-0.1,-2.7,1.8,?,0.3%
Cc1ccc(-c2cc(C(=O)NCCCn3ccnc3)no2)cc1,6.1,-1.8,1.7,-5.3,-1.4,4.4,0.1,-8.7%,0.4%
O=C(O)C1C2C=CC(C3CC23)C1C(=O)O (stereo not given),-3.4,-0.1,18.7,.,-3.1,-6.2,-1.6,0.0%,1.9%
O=C(NCc1ccco1)c1ccccc1,0.3,1.2,0.4,-7.6,-6.5,6.1,0.4,-5.8%,-0.6%
O=C(Nc1c(C(=O)c2ccc(Cl)cc2)oc2ccccc12)c1cc(=O)c2ccccc2o1,-5.9,-0.6,-5.0,7.9,2.5,-4.6,3.3,-3.1%,2.4%
Cc1nn(Cc2ccccc2Cl)c(C)c1NC(=O)NC12CC3CC(CC(C3)C1)C2,9.4,0.8,-6.2,-6.9,-1.9,5.2,3.1,?,0.6%
COc1ccc(C)c2sc(NC(=O)c3ccc(S(=O)(=O)N4CCOCC4)cc3)nc12,5.8,0.8,.,2.7,-2.4,-1.7,2.3,4.0%,1.7%
O=C(NCCc1ccccc1C(F)(F)F)C1CCC(=O)N(CCCN2CCCC2=O)C1 (stereo not given),10.6,0.2,-3.4,-19.5,-4.2,-0.3,1.4,-3.6%,3.3%
Cc1nc2nc(-c3cccs3)cn2nc1C,12.0,9.0,15.3,-4.7,-0.2,-0.9,9.6,.,19.1%
COc1ccc(NC(=O)c2cccn2-c2nnc(N3CCCCC3)s2)c(OC)c1,1.1,-0.7,-15.1,-9.6,-3.6,-1.7,4.5,-0.4%,2.6%
Cc1cccc(CN2C(=O)c3ccccc3S(=O)(=O)c3ccc(C(=O)N4CCCC4)cc32)c1,2.4,0.0,.,6.3,0.1,-1.0,2.0,?,1.3%
COc1ccccc1-c1oc2ccccc2c1C#CCCO,.,0.5,.,-6.8,-2.6,3.2,-2.9,.,-0.1%
Cc1ccc(OCC(=O)Nc2cccc(OCc3cc(=O)n4cccc(C)c4n3)c2)cc1C,-12.7,0.4,-17.8,-4.8,-1.3,6.5,-0.9,-12.5%,-2.4%
C/C(=N\S(=O)(=O)c1ccc(C)cc1)N(C)C,2.9,-0.1,0.1,5.2,5.7,8.3,2.4,-1.9%,1.6%
COc1ccc(C(=O)N/N=C/c2ccc(OC(=O)c3cccc4ccccc34)c([N+](=O)[O-])c2)cc1,9.4,0.5,-14.1,2.3,4.2,-2.3,4.5,-10.5%,0.5%
O=C(CCCOc1ccccc1)Nc1nncs1,-34.7*,-0.7,-4.7,7.8,-3.3,-1.9,2.9,-18.2%,1.4%
COc1ccccc1CNC(=O)CCC1N=C2c3ccccc3N=C(SCC(=O)Nc3ccc(N(C)C)cc3)N2C1=O (stereo not given),4.4,-0.1,-8.4,12.3,-0.7,4.7,-0.1,5.9%,0.0%
CC(=O)c1cccc(NC(=O)CSc2nc(=O)n(CCN3CCOCC3)c3c2CCCC3)c1,0.6,-0.1,24.6,-2.9,-7.7,6.0,3.3,.,2.8%
Cc1nc(C)c(C(=O)Nc2ncc([N+](=O)[O-])s2)o1,-1.9,0.6,-7.3,4.7,8.2,3.9,2.7,-10.6%,-1.5%
CCOC(=O)C1C(=O)NC(N2CCN(Cc3ccccc3)CC2)=NC1c1ccccc1 (stereo not given),4.5,0.4,-1.9,-10.2,-1.9,-8.7,1.9,-12.5%,2.2%
COc1ccccc1C(=O)Nc1ccc(C(=O)N2CCCCC2)cc1,-20.5,0.0,-0.3,-4.1,-1.4,-3.3,4.9,-12.3%,-1.3%
COc1ccc(C(=O)CCC(=O)Nc2cccc(Cl)c2)cc1,-1.9,1.5,-3.4,-5.2,8.5,11.1,1.1,-21.0%,4.4%
